# RBBP9 inh – blocks human serine hydrolase RBBP9. O75884. inhibition, % at 7.94 µM. 220,000 tested, 0.2% active. recombinant RBBP9, FP-Rh probe fluorescence polarization;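 active means inhibition above the campaign mean of all tested compounds plus 3 SD, cut at about 14% in these data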;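 further: plate controls were DMSO wells with RBBP9 for no effect and wells lacking RBBP9 protein for full effect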
# Target sequence (O75884 whole entry, looked up): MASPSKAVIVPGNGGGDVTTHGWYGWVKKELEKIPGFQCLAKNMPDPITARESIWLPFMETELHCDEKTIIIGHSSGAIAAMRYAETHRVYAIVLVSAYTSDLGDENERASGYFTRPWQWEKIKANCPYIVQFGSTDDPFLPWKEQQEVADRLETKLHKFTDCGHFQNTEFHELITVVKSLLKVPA
#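 Controls: DMSO-treated enzyme wells and wells lacking RBBP9 | Material: RBBP9 protein | Technique: Fluorescence polarization | Replication: Single well per compound, no replicates | Buffer or medium: Tris-NaCl-Pluronic buffer, pH 8.0 | Timing: 30 min compound preincubation, 45 min probe labeling, 25 °C | Read-out basis: Percent inhibition from mP, scaled between DMSO and no-protein wells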
# TNF death inh – blocks TNF-alpha induced death of Jurkat FADD-/- cells; activation (protection from cell death), % at 10 µM; 220,000 tested, 0.068% active; AID 463075; Jurkat FADD-/- TNF necroptosis rescue, ATP luminescence, 24 h; 0 = TNF only, 100 = no-TNF cells;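 active means activation, meaning protection from cell death, of at least 50% relative to plate controls; inactive means activation below 50%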;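 further: necroptosis triggered by 40 ng/mL TNF-alpha added together with compound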
# PGE2 EP2 inh – EP2 receptor (human) inhibition | 260,000 tested, 0.52% active | P43116 | C6 glioma cells expressing human EP2, cAMP TR-FRET; cells stimulated with saturating PGE2 | AID 1422 | inhibition, % at 25 µM;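 active means percent inhibition above 40 after rounding to a whole number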;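 further: rat C6 glioma host cells with rolipram phosphodiesterase inhibitor present; the protocol text gives 20 µM as final concentration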
# EP2 modulator – EP2 receptor (human) modulation | P43116 | EP2-expressing cells, cAMP HTRF FRET, PGE2 co-stimulation | induction, % at 25 µM | 260,000 tested, 0.83% active | AID 940;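 active means compounds whose cAMP rise, as percent of the full-agonist control response, exceeds 60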;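 further: rat C6 glioma line stably carrying human EP2 under a CMV promoter; the protocol text gives 20 µM as final concentration; 100% = response of wells given 1 µM PGE2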
# Runt-CBFb FRET – Runt domain-CBFb interaction inhibition | 220,000 tested, 0.46% active | AID 1496 | inhibition, % at 20 µM | Cerulean-Runt/Venus-CBFb FRET ratio 530/480, 1 h;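 active means inhibition over about 50% at 20 µM in the single-dose screen, limit read from the data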;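 further: 0% = DMSO wells and 100% = excess unlabeled CBFb competitor control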
# Target sequence (Q01196 whole entry, looked up, the tested form may be a part): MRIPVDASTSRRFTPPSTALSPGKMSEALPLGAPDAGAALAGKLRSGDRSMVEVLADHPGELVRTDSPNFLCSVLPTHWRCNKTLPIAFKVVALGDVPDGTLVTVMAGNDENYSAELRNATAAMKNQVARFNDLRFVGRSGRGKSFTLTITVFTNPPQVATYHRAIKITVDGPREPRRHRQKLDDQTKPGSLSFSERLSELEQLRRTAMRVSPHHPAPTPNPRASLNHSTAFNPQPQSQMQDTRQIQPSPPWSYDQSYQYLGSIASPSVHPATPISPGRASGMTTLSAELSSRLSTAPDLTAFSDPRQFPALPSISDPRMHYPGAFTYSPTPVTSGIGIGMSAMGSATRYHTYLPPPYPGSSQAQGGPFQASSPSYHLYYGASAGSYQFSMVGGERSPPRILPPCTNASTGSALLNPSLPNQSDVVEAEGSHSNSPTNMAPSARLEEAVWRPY
# Target sequence (Q13951 whole entry, looked up, the tested form may be a part): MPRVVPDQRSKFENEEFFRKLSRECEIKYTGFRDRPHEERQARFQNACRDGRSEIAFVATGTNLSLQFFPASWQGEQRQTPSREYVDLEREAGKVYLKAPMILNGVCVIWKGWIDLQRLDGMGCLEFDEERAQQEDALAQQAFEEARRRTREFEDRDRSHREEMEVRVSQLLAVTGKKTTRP
#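 Measured by: fluorescence energy transfer, 422 nm excitation, 530/480 nm emission; Assay system: Cerulean-Runt domain; Medium: Tris pH 7.5 buffer with BSA; Measure: loss of energy transfer signal; Controls: 5 µM unlabeled CBFb as full-inhibition high control; Incubation: protein complex preformed 1 h, compound exposure 1 h, room temperature, dark.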
# L929 necroptosis – L929 zVAD cell death inhibition | L929 zVAD necroptosis rescue, ATP luminescence, 24 h; with zVAD 60 µM | viability rescue, % at 10 µM | 220,000 tested, 0.38% active | AID 1377;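 active means activation, scaled between plate controls, above about 75%, limit read from the data; inactive means activation under that limit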;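 further: 0% = zVAD with DMSO and 100% = DMSO alone without zVAD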
# Runt-SMMHC FRET – inhibitors of human RUNX1 Runt domain binding to CBFb-SMMHC; Q01196+Q13951; Cerulean-Runt/Venus-CBFb-SMMHC FRET ratio 530/480, 1 h; inhibition, % at 20 µM; 220,000 tested, 0.74% active; AID 1434;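 active means mean inhibition across duplicate retests at 20 µM reaching about 50%, limit read from the data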;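 further: 0% = DMSO wells and 100% = wells with excess untagged CBFb-SMMHC; inhibitors lower the FRET ratio by blocking Runt binding to CBFb-SMMHC; some results filed as inactive read as strong as hits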
# Hck-Nef inh – human Hck-Nef kinase inhibition; Recombinant Hck-YEEI plus Nef, Z-Lyte FRET kinase assay; inhibition, % at 20 µM; 220,000 tested, 0.68% active; AID 463187;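 active means Hck-Nef kinase inhibition above about 50%, limit read from the data; inactive means inhibition below that limit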;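 further: 0% = DMSO with Hck plus Nef and 100% = Hck alone without Nef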
# PERK inh – blocks human PERK kinase; Q9NZJ5; CHO PERK-DD fusion, SEAP luminescence translation reporter; AID 1416; inhibition, % at 5.6 µM; 220,000 tested, 0.17% active;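 active means inhibition above the mean inhibition of all tested compounds plus 3 SD, set separately per screening campaign, cut at about 2.9% in these data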;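 further: PERK kinase domain activated by AP20187 dimerizer at 100 nM; 0% = DMSO with dimerizer and 100% = rapamycin at 8.4 µM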
# The depositor's hits bear a star; x = no result given; & = joins results of further samples. This is a subset; count on the stated rates, not on these rows.
SMILES,RBBP9 inh,TNF death inh,PGE2 EP2 inh,EP2 modulator,Runt-CBFb FRET,L929 necroptosis,Runt-SMMHC FRET,Hck-Nef inh,PERK inh
COc1ccc2cc(C(=O)C3CCCN(C(=O)c4csnn4)C3)ccc2c1 (stereo unspecified),0.9,0.1,8.9,-29.8,2.9,0.1,0.4,14.1,-0.1
O=C(NCc1ccco1)C(=O)N1CCCC1,-7.5,-0.2,4.6,11.2,0.9,0.4,0.2,16.2,0.7
COc1ccc(NC(=O)c2cccnc2Sc2ccccc2)c(OC)c1,2.0,0.9,4.5,7.2,1.2,0.6,1.0,6.3,-0.1
C/C(=N\NC(=S)Nc1ccc(F)cc1)c1ccc2c(c1)OCCO2,0.7,-3.2,6.4,-9.6,3.8,1.0,6.2,13.3,0.1
C[N+](C)(C)CCOP(=O)(O)OP(=O)([O-])OC[C@H]1O[C@@H](n2ccc(N)nc2=O)[C@H](O)[C@@H]1O,-4.3,0.5,17.6,15.6,-0.6,0.0,-0.7,-9.6,1.1
S=C(NCc1cccnc1)Nc1cc(Cl)cc(Cl)c1,-1.6,-0.2,9.6,-16.2,1.6,-0.4,0.0,10.0,0.7
COc1ccc(-c2cc(CNS(=O)(=O)c3ccccc3)on2)cc1,-6.2,5.4,4.5,-42.8,-1.7,0.8,-5.6,13.5,-0.4
N#CCC(=O)NC(=O)NCC1CC1,-6.5,0.5,12.4,26.5,0.7,4.5,-0.7,-1.6,1.2
COc1cc(C(=O)NCC(C)C)cc(OC)c1OC,-6.1,-0.1,1.7,-22.0,-0.1,0.2,-1.1,2.1,0.1
CCN(CC)C(=O)c1ccc(-c2cccs2)s1,-1.6,-0.6,9.1,-22.8,-2.1,0.8,-1.4,-2.3,1.4
Cn1c(CNC(=O)c2ccc(F)cc2)nc2ccccc21,-7.2,4.2,9.4,15.5,1.6,0.1,3.4,-5.2,0.6
CCOC(=O)N1CCC(n2c(SCC(=O)N3CCC(C)CC3)nc3ccccc3c2=O)CC1,-0.2,-1.9,11.2,28.0,-4.8,-0.5,-2.1,2.1,-0.8
NC(=O)c1cc2n(n1)C(C(F)(F)F)CC(c1ccco1)N2 (stereo unspecified),-15.9,-1.6,14.5,-1.1,2.0,2.4,-3.7,1.3,1.7
CC1CCN(C(=O)c2[nH]cnc2C(=O)N[C@@H](C)C(=O)OCc2ccccc2)CC1,x,-2.5,13.7,7.7,2.4,0.5,-1.9,22.2,x
CCOc1ccc(NC(=O)C2CCC(C)(C(=O)O)C2(C)C)cc1 (stereo unspecified),-1.4,0.4,10.4,-2.5,-1.5,0.1,-23.5,0.9,0.2
CC(C)(C)n1nnnc1C(c1cccs1)N(Cc1ccc(Cl)cc1)CC1CCCO1 (stereo unspecified),0.7,0.8,3.2,29.6,0.5,0.5,-1.5,-0.2,-0.8
COc1ccc(C(=O)NC2CCCc3ccccc32)cc1S(=O)(=O)N1CCOCC1 (stereo unspecified),4.5,-0.8,5.7,-33.8,-1.6,-1.1,2.3,23.2,0.7
CCOC(=O)C1CCCN(C(=S)Nc2ccc(C)cc2C)C1 (stereo unspecified),0.2,-0.2,9.1,19.0,-0.9,0.1,1.5,-4.1,0.1
CCOC(=O)N1CCN(C(=O)CN(c2ccccc2)S(C)(=O)=O)CC1,-4.8,-2.5,7.4,-20.5,0.2,-0.1,-2.5,-18.3,1.7
CCOC(=O)N1CCN(c2c(NCCc3ccc(OC)c(OC)c3)c(=O)c2=O)CC1,-9.7,0.9,14.3,17.7,0.0,2.7,-2.7,-0.6,0.1
COc1ccccc1OCCn1c(CO)nc2ccccc21,1.4,1.5,13.8,3.3,0.1,1.8,-0.2,7.3,1.6
O=C(c1ccc(OC2CCN(CCc3ccccc3)CC2)cc1)N1CCCC(CO)C1 (stereo unspecified),-2.2,2.4,3.6,-5.8,2.6,-0.4,-6.7,-0.7,1.8
CC(=O)c1c(OC(=O)c2ccco2)c2ccccc2n1C,-5.1,-3.5,x,24.5,-0.4,0.0,-2.9,-2.2,0.5
CC(NS(=O)(=O)c1ccc([N+](=O)[O-])cc1)C(=O)NN (stereo unspecified),-3.5,-0.4,8.4,17.6,-2.9,2.9,-1.4,23.0,0.5
COc1ccc(C(=O)CN2CCN(c3cc(C)nc4ccccc34)CC2)cc1,-3.1,-6.2,2.3,-27.4,-1.4,-0.6,-0.4,5.3,0.1
Cc1ccccc1C(=O)OCCCN=C1NS(=O)(=O)c2ccccc21,-4.9,1.2,12.8,-0.8,1.3,-0.1,1.6,-8.0,-0.5
Cc1nc(C(F)(F)F)c(C(=O)N=CN(C)C)s1,-1.4,-0.4,4.5,34.0,-0.1,1.0,0.4,-11.7,0.9
O=C(CN1CCOCC1)Nc1ccccc1Sc1ccccc1,3.5,-2.7,10.9,30.6,-0.1,1.0,-2.1,7.0,0.3
CC1(c2ccccc2)NC(=S)N2C1NC(=S)N2c1ccccc1 (stereo unspecified),3.9,3.5,x,6.2,1.9,0.1,-2.7,1.2,1.0
C/C(=N\O)C(=O)NCCCn1ccnc1,-9.0,1.4,5.7,5.6,0.6,0.2,1.6,-0.4,1.0
O=C(Nc1ccccc1)Nc1ccccc1C(=O)NCc1ccccc1,-5.0,1.3,10.1,-6.4,-1.5,0.1,-1.1,-2.4,-1.5
Cc1nn(C)cc1CNC(=O)C1(C)CC1(Cl)Cl (stereo unspecified),-4.4,0.6,15.0,31.1,-0.4,0.6,-1.1,2.9,0.9
CCOc1ccc(NCC(=O)N/N=C/C=C/c2ccccc2)cc1,-10.9,5.4,2.4,-77.9,2.2,0.5,1.7,-0.6,-1.2
CN1CCN(S(=O)(=O)c2ccc(NC(=S)NC(=O)C3CC3)cc2)CC1,-7.1,1.3,4.4,1.6,-1.0,-0.5,0.4,4.1,0.0
CC(=O)Nc1ccc2nc(-c3ccccc3)cn2c1,-8.2,1.0,7.9,-4.6,-1.1,x,-3.4,0.3,0.3
O=S(=O)(c1ccc(N2CCN(c3ccc(F)cc3)CC2)cc1)N1CCCC1,1.7,0.3,0.8,28.6,-0.9,0.0,-2.9,-0.4,-0.3
Cc1cccc2nc(CSc3nnc(N)s3)cn12,3.0,-0.3,1.1,-8.7,-0.8,-0.5,-1.8,2.5,0.2
CCOC(=O)C1C(C)=CC(=O)CC1c1ccco1 (stereo unspecified),0.1,-3.3,13.9,13.1,0.9,0.0,-1.9,0.1,1.0
CC(=O)N1CCN(c2ccc(NC(=O)C(C)Oc3ccc(Cl)cc3Cl)cc2)CC1 (stereo unspecified),-3.2,-2.6,12.9,-18.1&-3.6,-0.9,3.4,-0.2,1.1,-1.9
COc1ccccc1-c1nnc2n1N=C(C(C)(C)C)CS2,-9.5,0.2,5.1,-15.3,-0.3,-0.4,-2.4,-1.1,-0.8
C=CCNC(=O)NS(=O)(=O)c1ccc(C)cc1,-8.0,-1.1,12.8,12.8,-0.4,-0.2,0.9,-1.2,0.3
CC(=O)c1cccc(S(=O)(=O)NCC2CCCCC2)c1,-4.9,-0.6,4.6,-60.2,-2.6,0.0,5.3,3.2,0.7
Cn1c(CSCc2ccccc2Cl)nnc1SCC(=O)Nc1nccs1,7.9,-3.0,18.6,9.3,0.3,0.0,0.6,4.4,0.4
COCCOC(=O)c1c(C)oc2ccc(OC(=O)c3cccs3)cc12,1.7,1.2,1.3,40.0,-3.5,1.2,-6.4,1.9,1.1
CS(=O)(=O)N(CC(=O)Nc1ccc(Cl)c(Cl)c1)C1CCCCC1,0.2,-0.3,5.2,-24.0,-0.9,0.5,-2.9,5.5,0.3
Cc1cccc(NC(=O)c2cc(S(=O)(=O)c3ccccc3)ccc2Cl)c1,-9.0,2.5,12.4,-24.9,1.8,-0.5,-0.8,2.6,-1.8
CCOC(=O)c1nnn(CC(=O)N2N=C(c3ccc(Cl)cc3)CC2c2ccc(OC)cc2)c1C(=O)OCC (stereo unspecified),7.3,-0.7,9.0,18.7,-1.3,0.0,3.8,7.3,0.4
CCn1cc(C(=O)N/N=C(/C)c2ccc(F)cc2)c(=O)c2cc(F)c(N3CCCC3)cc21,1.0,0.0,7.5,9.2,0.5,-0.2,-3.5,0.7,-0.1
O=S(=O)(Nc1cc2nc3ccccc3nc2n1Cc1ccccc1)c1ccc(Cl)cc1,-2.7,-3.0,6.3,34.5,12.4,3.3,-15.5,0.1,0.7
CC1CCN(C(=O)c2cc3ccccc3c(=O)o2)CC1,-3.5,1.1,3.6,2.1,-2.0,0.6,2.4,-1.0,1.1
CSc1ccccc1NC(=O)CN(C)C(C)C(=O)Nc1ccc(C#N)cc1 (stereo unspecified),-7.1,1.0,13.1,-30.0,-0.4,-0.6,0.0,22.2,-0.4
COC(=O)c1ccc(NC(=O)CN2C(=O)CNC2=O)cc1,-2.6,5.0,7.6,15.9,2.3,-0.4,-4.8,0.7,0.1
Cc1cccc(-n2cc[nH]c2=S)c1C,-4.6,-0.5,11.2,10.0,15.5,-1.1,5.9,-0.3,1.0
Cc1cc(C)nc(SCC(=O)N/N=C/c2cccn2-c2cccc(C(F)(F)F)c2)n1,-10.3,-0.4,5.3,4.7,x,-0.3,1.2,2.0,0.6
COc1ccc(NC(=O)CSc2nnc3c4c(nc(-c5ccccc5)n23)CC(C)(C)OC4)cc1,4.9,-0.1,4.5,32.2,-2.2,-0.1,-3.9,2.1,0.4
C/C(=N\NC(=O)c1cccc(N/N=C(\C)c2cc(O)ccc2O)c1)c1cc(O)ccc1O,3.7,-11.3,37.4,-40.8,5.9,70.2,-9.2,57.4*,0.7
Cc1cc(C)n(S(=O)(=O)c2cc(C(=O)O)c(Cl)cc2Cl)n1,0.6,-0.5,12.2,x,0.1,0.0,-1.6,5.8,1.7
COc1cc(CNc2cccc(C(=O)O)c2)cc(Br)c1OCC(=O)NC(C)(C)C,2.7,2.1,0.2,40.0,-0.3,x,0.7,4.8,0.9
Cc1ccc(-n2cc(CN(C)CCc3cn[nH]c3)c(-c3cccc(C)c3)n2)cc1,-8.1,4.4,8.5,-19.2,-0.1,3.2,0.8,5.6,1.1
Cc1cc(C)cc(OCC(=O)N2N=C(c3cccnc3)CC2(O)C(F)(F)F)c1 (stereo unspecified),-12.3,-2.8,6.7,-34.4,-2.4,x,3.6,-8.6,-1.4

# Bioassay records as filed in PubChem BioAssay.
